Source: PubChem
MazEF act = activators of E. coli MazEF toxin-antitoxin RNase. P0AE70. FAM/BHQ RNA-DNA oligo cleavage fluorescence, 5 h. activation, % at 20 µM. 350,000 tested, 0.32% active; in the data active = activation above about 50%
Target sequence (P0AE70 whole entry, looked up): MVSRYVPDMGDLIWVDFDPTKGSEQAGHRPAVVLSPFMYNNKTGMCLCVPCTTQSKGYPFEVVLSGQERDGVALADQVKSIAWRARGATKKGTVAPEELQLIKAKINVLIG
SARS 3CLpro inh = SARS-CoV 3CLpro protease inhibition. inhibition, % at 6 µM. P0C6X7. AID 1706. recombinant SARS-CoV 3CLpro, quenched FRET peptide cleavage. 290,000 tested, 0.14% active; in the data active = inhibition above about 12%
DUSP3 inh = inhibitors of human VHR1 phosphatase (DUSP3); recombinant VHR phosphatase, pNPP absorbance; inhibition, % at 13.3 µM; 290,000 tested, 0.52% active; AID 1654; in the data active = inhibition above about 50%; note: some compounds called inactive have numbers as strong as hits
Target sequence (P51452 whole entry, looked up): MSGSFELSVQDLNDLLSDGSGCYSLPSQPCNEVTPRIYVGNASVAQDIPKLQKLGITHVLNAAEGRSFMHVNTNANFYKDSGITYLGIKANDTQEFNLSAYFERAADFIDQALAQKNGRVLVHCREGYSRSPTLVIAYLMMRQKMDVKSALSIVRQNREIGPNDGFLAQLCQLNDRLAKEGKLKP
Anthrax LF prot = anthrax lethal factor protease inhibition. P15917. multiplex microsphere protease cleavage assay, LF. inhibition, % at 10 µM. 360,000 tested, 0.12% active. AID 588501; in the data active = inhibition above about 30%; note: plate controls were buffer without enzyme for full effect and enzyme alone for no effect
Y pestis TopoI = blocks Yersinia pestis topoisomerase I activity; AID 504884; 360,000 tested, 0.064% active; activity, % at 10 µM; Y. pestis Topo-I cleavage product accumulation, plate reader; in the data active = activity above about 50%, passing the limit was not always enough; note: inactives centre near 2
Vc quorum ag = induces V. cholerae light production without autoinducers. V. cholerae BH1578 lux reporter, luminescence, 6 h. activation, % at 18.7 µM. 350,000 tested, 0.16% active. AID 588436; in the data active = activation mostly above about 9.7%, no sharp cut-off; note: not every result past the cut was called active; inactives centre near 0; reference of the scale not given here
TcdB GH inh = blocks C. difficile toxin B glycohydrolase activity; P18177; TcdB glycohydrolase enzymatic assay, plate reader; inhibition, % at 9.99 µM; 350,000 tested, 0.24% active; AID 652162; in the data active = inhibition above about 10%
PfHsp40 rescue = restores yeast growth despite PfHsp40 toxicity | S. cerevisiae expressing PfHsp40, growth rescue, ATP luminescence | growth rescue, % at 12.5 µM | 340,000 tested, 0.68% active; in the data active = growth rescue above about 28%, passing the limit was not always enough;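 note: yeast W303a lacking pdr1 and pdr3 grown in galactose medium; growth measured after three days at 30 °C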
PriA SSB inh = blocks PriA binding to SSB C-terminal tail. AlphaScreen SSBct-PriA binding, biotinylated peptide. inhibition, % at 33 µM. 430,000 tested, 0.6% active. AID 1272365; in the data active = inhibition mostly above about 37%, no sharp cut-off; inactive = mostly below about 20%;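 note: plate controls were negative control peptide for no effect and reference peptide for full effect; strong numbers were not always called active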
Rv3671c inh = Rv3671c (M. tuberculosis) protease inhibition | inhibition, % at 5.96 µM | 320,000 tested, 0.048% active; in the data active = inhibition above about 38%;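 note: extracellular domain of Rv3671c used as enzyme; 0% = enzyme with DMSO and 100% = no enzyme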
Target sequence (P9WHR9 whole entry, looked up, the tested form may be a part): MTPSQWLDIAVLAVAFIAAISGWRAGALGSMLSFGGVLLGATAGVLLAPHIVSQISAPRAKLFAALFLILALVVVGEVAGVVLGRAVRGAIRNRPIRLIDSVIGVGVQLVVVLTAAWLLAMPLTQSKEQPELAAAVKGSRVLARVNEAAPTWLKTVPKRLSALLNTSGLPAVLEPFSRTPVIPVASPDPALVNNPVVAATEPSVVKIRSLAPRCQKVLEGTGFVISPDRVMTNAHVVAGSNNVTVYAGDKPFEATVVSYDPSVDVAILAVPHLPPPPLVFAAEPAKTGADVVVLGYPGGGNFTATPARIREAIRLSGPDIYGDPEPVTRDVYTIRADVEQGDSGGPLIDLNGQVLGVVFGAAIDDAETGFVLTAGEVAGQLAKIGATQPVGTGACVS
An asterisk follows results filed as active; i = inactive; . = no result given; & = joins results of further samples; ! = not active in a repeat. These rows are one share of the data, so the mix of outcomes need not match the whole.

SMILES	MazEF act	SARS 3CLpro inh	DUSP3 inh	Anthrax LF prot	Y pestis TopoI	Vc quorum ag	TcdB GH inh	PfHsp40 rescue	PriA SSB inh	Rv3671c inh
COc1ccc(-c2ccc(-c3cc(=O)oc4cc(OC)c(OC)c(OC)c34)cc2)cc1F	-11	.	.	-6	-9	-1.6	0.5	-0.8	-6	.
CCOc1ccccc1NC(=O)c1ccc2[nH]c(C)c(C)c2c1	5	-1	10	-2	2	i	0.6	0.4	0	-4
O=C(COC(=O)c1cccc(F)c1)Nc1cccnc1Cl	-1	-2	39	-3	0	-2.1	-0.7	4.7	-14	0
O=C(NC(=S)Nc1nc(-c2cccc3ccccc23)cs1)c1cc2ccccc2o1	-2	-1	19	-1	2	-0.2	0.4	-0.3	-15	-1
O=C(COc1ccc(Cl)cc1)Nc1cccc(S(=O)(=O)NC2=NCCCCC2)c1	5	.	.	0	20	i	0.5	0.8	-5	-4
CC(C)(C)c1ccc(C(=O)N2CCC(C(=O)NCc3ccncc3)CC2)cc1	-4	0	31	1	-5	-0.5	.	1.4	-19	9
CSCc1c(C(=O)NC2CCCc3ccccc32)oc2ccccc12 (stereo unspecified)	-11	-4	-6	0	39	7.7	.	-0.4	-8	-6
Cc1ccc(NC(=O)c2cc([N+](=O)[O-])ccc2N2CCOCC2)cc1C	0	-1	-2	1	9	-1.2	-0.2	0.9	13	-3
Cc1nc2sccn2c(=O)c1S(=O)(=O)NCCc1ccc(Cl)cc1	-6	-1	-27	-2	-7	-7.3	0.5	0.0	-9	2
COc1ccc(N=C2SC(C(N)=O)CC(=O)N2CCc2ccc(OC)c(OC)c2)cc1 (stereo unspecified)	5	3	48	6	12	0.7	.	0.5	-13	-3
CC(C)(C)NC(=O)/C=C/c1ccc(C(F)(F)F)cc1	15	1	-8	0	-2	-0.4	0.6	0.4	-27	-4
O=C(O)COc1cnc2ccccc2n1	-16	1	-6	10	4	-0.2	0.2	-1.4	-9	-8
Cc1nc(NC(=O)c2ccccc2O)sc1C	-2	-3	10	-13	-4	-10	-0.7	-0.9	-5	6
O=C1CSC(c2cccnc2)N1c1ccccc1 (stereo unspecified)	0	-3	9	-4	6	i	-0.9	0.6	-6	-2
Cc1ccc(CN(CC(O)COc2cccc3[nH]cc(C)c23)C(C)(C)C)cc1 (stereo unspecified)	7	1	-10	-1	-2	0.6	0.8	0.0	1	1
Cc1ccc(NC(=O)C2CC(O)CN2C(=O)OCc2ccccc2)cc1C (stereo unspecified)	-9	0	8	-4	-4	i	-1.5	-0.2	8	.
NCC(O)COc1ccc2c(c1)OCO2 (stereo unspecified)	0	1	-12	-2	-6	3.0	.	-0.1	46*!	4
O=C(NCCc1c[nH]c2ccccc12)/C(=C\c1cccnc1)NC(=O)c1cccs1	3	-6	10	0	-2	-0.2	.	-1.3	9	5
Cc1cccc(OC(C)C(=O)Nc2ccccc2C(=O)N2CCCCC2)c1 (stereo unspecified)	6	-1	16	-1	1	1.0	0.7	0.1	0	3
Cc1coc2c(C)c3oc(=O)c(CCC(=O)N4C[C@H]5C[C@@H](C4)c4cccc(=O)n4C5)c(C)c3cc12	-2	-4	8	2	26	-0.5	2.3	1.5	.	-2
O=C(NCc1ccc2c(c1)OCO2)c1cc([N+](=O)[O-])ccc1N1CCOCC1	-3	.	.	5	4	0.4	.	-0.2	-5	13
CC(=O)c1sc(NC(=O)c2ccccc2F)nc1C	10	2	-2	-1	-5	-0.3	1.5	0.5	-10	4
CNC(=S)N/N=C(\C)c1ccc2c(c1)OCCO2	1	-3	-12	-1	1	-0.1	0.9	-0.5	.	-15
CCSC(=O)N1c2ccc(OC)cc2C=CC1C#N (stereo unspecified)	3	.	.	-2	9	5.6	3.2	-0.7	1	.
COc1cccc(/C=C/C(=O)OCC(=O)NC2CC2)c1OC	3	.	.	-7	8	i	2.9	0.6	7	4

Retrieved one by one from the entries so far (6):
SMILES	MazEF act	SARS 3CLpro inh	DUSP3 inh	Anthrax LF prot	Y pestis TopoI	Vc quorum ag	TcdB GH inh	PfHsp40 rescue	PriA SSB inh	Rv3671c inh
CC(C)(C)c1ccc(C(=O)N2CCC(C(=O)NCc3ccncc3)CC2)cc1	-4	0	31	1	-5	-0.5	.	1.4	-19	9
CCSC(=O)N1c2ccc(OC)cc2C=CC1C#N (stereo unspecified)	3	.	.	-2	9	5.6	3.2	-0.7	1	.
O=C(NCCc1c[nH]c2ccccc12)/C(=C\c1cccnc1)NC(=O)c1cccs1	3	-6	10	0	-2	-0.2	.	-1.3	9	5
O=C(NCc1ccc2c(c1)OCO2)c1cc([N+](=O)[O-])ccc1N1CCOCC1	-3	.	.	5	4	0.4	.	-0.2	-5	13
Cc1ccc(CN(CC(O)COc2cccc3[nH]cc(C)c23)C(C)(C)C)cc1 (stereo unspecified)	7	1	-10	-1	-2	0.6	0.8	0.0	1	1
Cc1ccc(NC(=O)c2cc([N+](=O)[O-])ccc2N2CCOCC2)cc1C	0	-1	-2	1	9	-1.2	-0.2	0.9	13	-3

Additional records.
SMILES	MazEF act	SARS 3CLpro inh	DUSP3 inh	Anthrax LF prot	Y pestis TopoI	Vc quorum ag	TcdB GH inh	PfHsp40 rescue	PriA SSB inh	Rv3671c inh
C#CCOCCOCCOCCNc1nc(N2CCN(C(=O)[C@H](CCC(=O)O)n3cc([C@@H](N)CO)nn3)CC2)nc(N2CCN(C(=O)[C@H](CCC(=O)O)n3cc([C@@H](N)CCSC)nn3)CC2)n1	1	.	.	1	6	-0.8	-0.4	-0.4	-10	1
CCCCn1c(N)c(N(CCOC)C(=O)CCNC(=O)c2ccccc2Cl)c(=O)[nH]c1=O	2	-1	28	5	-2	0.3	0.8	-1.2	-9	-11
Cc1ccc(S(=O)(=O)N2CCN(C(=O)COC(=O)COc3ccccc3)CC2)cc1	5	-4	28	-1	40	i	.	-0.3	-13	2
O=C1NC(=O)C(=Cc2csc3ccccc23)C(=O)N1	-9	-5	22	1	-4	-0.5	1.2	.	-4	-11
Cn1ccnc1CN1CCN(C(=O)c2cc(COc3ccc(F)c(F)c3)on2)CC1	4	0	10	-2	1	0.5	1.0	0.1	-1	-4
COc1ccc(C2CC3(O)NC(=O)C(C#N)(C3C)C2(C#N)C#N)cc1 (stereo unspecified)	10	-1	9	.	3	i	-1.4	.	2	0
COc1cccc(F)c1C(C[N+](=O)[O-])c1c(N)n(C)c(=O)n(C)c1=O (stereo unspecified)	-3	1	21	-4	2	i	1.9	-0.5	-11	1
CS(=O)(=O)N1CCN(C(=O)c2ccncc2)CC1	2	2	14	-10	-5	i	.	1.5	-9	2
Cc1cc(C)n(-c2cc(Cl)ccc2[N+](=O)[O-])n1	2	1	4	-1	-2	-0.3	0.4	-1.8	-11	-3
Cc1cccc(N(C(=O)CNC(=O)c2ccco2)C(C(=O)NCC2CCCO2)c2ccccc2)c1 (stereo unspecified)	-2	1	-4	9	21	i	0.9	-1.6	5	1
COc1ccc(/C=N/NC(=O)COc2ccc(Cl)cc2Cl)cc1Cn1nc(C)cc1C	-8	-1	-2	-2	-8	-0.3	1.2	1.3	.	-31
Cc1ccc2cc(CCNC(=O)c3cccs3)c(=O)[nH]c2c1	8	4	-11	-4	5	-0.2	0.6	-0.4	-3	7
O=C(NCCc1ccccc1)C1CCC(=O)N1CCc1ccccc1 (stereo unspecified)	5	-5	14	-1	-16	i	1.1	-0.2	8	-1
O=C(CCn1c(=O)oc2ccccc21)Nc1nccs1	6	-5	-1	2	4	i	.	-0.6	-8	2
Cc1ccc(Nc2nnc(SCc3ccccc3)s2)cc1	-2	4	-5	-4	8	i	.	-0.9	-10	-8
O=C(COC(=O)c1ccc([N+](=O)[O-])cc1)Nc1ccc(Cl)cn1	-2	.	.	4	0	4.2	-0.2	-0.9	3	5
Cc1ccc(C(=O)Oc2cccc(NC(=O)c3cccs3)c2)cc1S(=O)(=O)N1CCOCC1	-9	-1	29	-4	5	0.6	.	0.9	-4	-125
COc1ccc(NC(=S)NC(=O)c2cccnc2)cc1	3	-2	11	.	0	i	1.6	-1.2	-4	1
O=C(O)Cc1ccc(NS(=O)(=O)c2c(Cl)cccc2Cl)cc1	3	2	15	-4	4	i	0.8	-1.0	-7	9
c1ccc(-c2nc[nH]c2-c2ccccc2)cc1	1	3&2	3&-13	-1	-6	i	.	-0.7	19	7
Cc1nc2cc(NC(=O)COc3ccc(C#N)cc3)ccc2n1-c1ccccc1	4	6	14	-3	36	-26	.	11	-12	3
O=C1OC(CC(=O)N(Cc2nnc(-c3ccccc3Cl)o2)C2CC2)c2ccccc21 (stereo unspecified)	-4	.	.	-5	21	-11	0.5	0.8	-4	-6
Cc1ccc(-c2nn3c(C)nnc3s2)cc1NCc1c(F)cccc1Cl	23	0	-1	-3	10	-11	.	0.7	-11	-15
C#CCn1c(=NC(=O)c2sc3ccccc3c2Cl)sc2cc(S(N)(=O)=O)ccc21	63*	-2	-3	4	2	-0.1	.	-0.2	-3	-131
CCC(C)(C)n1nnnc1C(c1ccc(OC)cc1)N1CCN(C(=O)c2ccco2)CC1 (stereo unspecified)	13	-4	1	-2	14	-0.1	0.2	-1.2	0	0

The list goes on.
SMILES	MazEF act	SARS 3CLpro inh	DUSP3 inh	Anthrax LF prot	Y pestis TopoI	Vc quorum ag	TcdB GH inh	PfHsp40 rescue	PriA SSB inh	Rv3671c inh
CC(C)CC1C2C(=O)N(c3ccccc3)C(=O)C2ON1c1ccccc1 (stereo unspecified)	-4	-1	16	-16	-2	0.8	-0.5	-1.3	-6	0
Cc1ccc(C(=O)Nc2ccccc2C(=O)NCc2ccco2)cc1S(=O)(=O)N1CCCCC1	-4	5	22	0	-4	.	.	4.9	0	-61
CN(C(=O)COC(=O)C1CCN(S(=O)(=O)c2ccc3c(c2)OCCO3)CC1)c1ccccc1	-1	.	.	2	2	-0.3	1.0	1.0	12	-2
O=C(c1ccncc1)N1N=C(c2ccc(Cl)cc2)CC1c1ccccc1O (stereo unspecified)	21	-1	7	-2	3	-0.4	2.0	1.8	9	-8
COc1cc(/C=C/C(=O)c2ccc(F)cc2)cc(OC)c1OC	4	5	17	0	-2	i	1.8	2.6	10	3
CCOC(=O)/C(=N\Nc1ccccc1)P(=O)(c1ccccc1)c1ccccc1	7	3	-20	1	19	0.2	0.6	-0.9	.	6
O=C(CSc1n[nH]c(-c2ccco2)n1)Nc1ccc(Br)cc1	4	4	27	-4	-1	-0.3	-0.4	-0.9	9	3
Cn1c(CSc2nc3ccc(Br)cc3[nH]2)nc2ccccc21	5	-5	36	-3	12	10	0.4	8.8	-13	-8
Cc1ccc(S(=O)(=O)N(C)C[C@H]2OCc3cnnn3CCCC(=O)N([C@H](C)CO)C[C@H]2C)cc1	4	.	.	-2	-3	-1.1	0.4&-1.6&-1.2	.	.	.
CCn1c(=O)n(CC)c2cc(N3CCCC3)c(NC(=O)c3ccc(C)c([N+](=O)[O-])c3)cc21	3	-1	38	1	9	i	1.1	0.4	2	-9
COC(=O)Cc1c(C)c2ccc(OC3CCCCC3=O)c(C)c2oc1=O (stereo unspecified)	7	1	-32	7	7	i	1.3	-0.2	-8	0
CCN1CCN(C(=O)/C=C/c2ccc(OC)c(OC)c2)CC1	3	1	36	-5	-1	i	0.5	-0.1	-3	2
CCN1CCN(C(c2cccs2)C(C)NC(=O)Oc2ccccc2)CC1 (stereo unspecified)	4	0	12	0	2	-1.3	1.3	0.8	-6	4
Cc1noc2ncnc(N3CCN(c4cccc(Cl)c4)CC3)c12	0	2	10	3	18	i	1.2	-0.7	-9	-2
CCOC(=O)N1CCN(c2nc3ccccc3n3cnnc23)CC1	10	-1	18	-2	-5	i	0.9	0.0	-6	-9
CCCCOc1ccc(NC2=NC3(CCCC3)N=C(N)N2)cc1	13	-5	6	-2	0	i	.	-2.6	-2	1
O=C(O)[C@H](Cc1ccccc1)NC(=O)N1CCN(c2ccc(F)cc2)CC1	-12	1	12	-4	0	-0.3	0.1	0.9	-6	0
